Assay outcomes deposited in PubChem by The Scripps Research Institute Molecular Screening Center.
pPAFAH FP inh: pPAFAH enzyme inhibitors, primary screen, biochemical, fluorescence polarization, human. recombinant pPAFAH, FP-rhodamine probe fluorescence polarization. inhibition, % at 3.39 µM. 330,000 compounds, 1.5% hits;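 active = inhibition above the mean inhibition across the screen plus 3 SD, cut at about 25% in these data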;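 note: inhibitors block binding of the rhodamine activity-based probe so polarization drops; 0% = enzyme with DMSO and 100% = wells lacking pPAFAH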
LYPLA1 inh: LYPLA1 inhibitors, primary screen, counter-screen for PME1 inhibitor project, biochemical, fluorescence polarization, FP-Rh probe ABPP | recombinant LYPLA1 | inhibition, % at 5.9 µM | 320,000 compounds, 0.16% hits | Acyl-protein thioesterase 1 (Homo sapiens), O75608 | AID 2174, 2009;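 active = inhibition above the mean of all tested compounds plus 3 SD, set per campaign, cut at about 14% in these data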;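 note: inhibitors block serine hydrolase probe labeling of LYPLA1 so polarization falls; 0% = enzyme with DMSO and 100% = wells lacking LYPLA1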
PAD4 FP inh: human PAD4 inhibitors, primary screen, biochemical, fluorescence polarization, 1536-well format; Protein-arginine deiminase type-4 (Homo sapiens), Q9UM07; recombinant PAD4, RCA probe fluorescence polarization; inhibition, % at 6.36 µM; 330,000 compounds, 0.41% hits; AID 485272, 2010;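 active = percent inhibition above a cutoff equal to the mean of all tested compounds plus 3 SD, cut at about 15% in these data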;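 note: 0% = PAD4 with RCA probe and DMSO and 100% = probe without PAD4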
PREPL inhibitor: PREPL enzyme inhibitors, primary screen, biochemical, fluorescence polarization | recombinant PREPL, fluorescence polarization activity-based probe | inhibition, % at 5.96 µM | Prolyl endopeptidase-like (Homo sapiens), Q4J6C6 | 320,000 compounds, 0.68% hits; in the data active = inhibition above about 43%;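 note: 0% = enzyme with DMSO and 100% = wells lacking enzyme; many of its hits are not listed in these tables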
GSTO1 inh: inhibitors of recombinant GSTO1, primary screen, counter-screen for RBBP9 inhibitor project, biochemical, fluorescence polarization. 300,000 compounds, 1.1% hits. Glutathione S-transferase omega-1 (Homo sapiens), P78417. inhibition, % at 5.96 µM. activity-based probe fluorescence polarization;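 active = inhibition above the campaign mean inhibition plus 3 SD, cut at about 35% in these data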;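 note: 0% = GSTO1-1 with DMSO and 100% = wells lacking GSTO1-1 enzyme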
Target sequence (P78417 whole entry, looked up): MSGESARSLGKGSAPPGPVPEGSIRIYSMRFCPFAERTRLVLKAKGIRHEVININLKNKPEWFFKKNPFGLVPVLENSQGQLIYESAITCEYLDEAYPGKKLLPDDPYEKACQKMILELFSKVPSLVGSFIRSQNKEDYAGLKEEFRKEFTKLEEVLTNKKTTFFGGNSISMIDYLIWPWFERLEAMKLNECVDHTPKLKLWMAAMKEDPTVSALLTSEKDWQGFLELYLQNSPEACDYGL
PAFAH1B2 FP inh: PAFAH1B2 enzyme inhibitors, primary screen, biochemical, fluorescence polarization, human; Platelet-activating factor acetylhydrolase IB subunit alpha2 (Homo sapiens), P68402; recombinant PAFAH1B2, FP-rhodamine activity probe; inhibition, % at 3.39 µM; 340,000 compounds, 1.2% hits;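 active = inhibition above the mean of all tested compounds plus 3 SD, cut at about 24% in these data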;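 note: 0% = enzyme with DMSO and 100% = wells lacking PAFAH1B2; many of its hits are not listed in these tables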
Target sequence (P68402 whole entry, looked up): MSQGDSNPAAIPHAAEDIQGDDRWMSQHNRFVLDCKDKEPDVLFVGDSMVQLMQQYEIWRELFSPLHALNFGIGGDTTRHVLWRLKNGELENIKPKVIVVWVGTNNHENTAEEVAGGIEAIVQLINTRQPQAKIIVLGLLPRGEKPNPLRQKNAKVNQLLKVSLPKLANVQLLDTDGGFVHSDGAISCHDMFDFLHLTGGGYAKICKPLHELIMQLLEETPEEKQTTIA
PAFAH2 inh: PAFAH2 enzyme inhibitors, primary screen, biochemical, fluorescence polarization, human; Platelet-activating factor acetylhydrolase 2, cytoplasmic (Homo sapiens), Q99487; recombinant PAFAH2, FP-rhodamine activity probe; inhibition, % at 3.39 µM; 340,000 compounds, 0.99% hits; AID 492956, 2010;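 active = inhibition above the mean over all tested compounds plus 3 SD, cut at about 30% in these data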;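 note: inhibitors block probe labeling of enzyme so polarization drops; 0% = enzyme with DMSO and 100% = wells lacking PAFAH2 protein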
PAFAH1B3 inh: PAFAH1B3 enzyme inhibitors, primary screen, biochemical, fluorescence polarization, human; Platelet-activating factor acetylhydrolase IB subunit alpha1 (Homo sapiens), Q15102; recombinant PAFAH1B3, FP-rhodamine probe; inhibition, % at 3.39 µM; 340,000 compounds, 0.28% hits;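 active = inhibition above the screen-wide average of all tested compounds plus 3 SD, cut at about 25% in these data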;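 note: 0% = enzyme with DMSO only and 100% = wells lacking PAFAH1B3 protein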
Target sequence (Q15102 whole entry, looked up): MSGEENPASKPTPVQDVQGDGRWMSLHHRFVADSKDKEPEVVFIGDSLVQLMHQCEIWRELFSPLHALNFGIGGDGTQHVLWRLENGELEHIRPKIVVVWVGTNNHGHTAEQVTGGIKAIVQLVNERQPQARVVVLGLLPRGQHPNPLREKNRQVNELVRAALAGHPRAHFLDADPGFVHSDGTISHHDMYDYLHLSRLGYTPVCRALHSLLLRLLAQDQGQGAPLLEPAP
LYPLA2 counter: LYPLA2 inhibitors, primary screen, counter-screen for PME1 inhibitor project, biochemical, fluorescence polarization, FP-Rh probe ABPP; recombinant LYPLA2; inhibition, % at 5.9 µM; Acyl-protein thioesterase 2 (Homo sapiens), O95372; 320,000 compounds, 0.38% hits;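 active = inhibition above the screen-wide mean plus 3 SD, limit set per campaign, cut at about 26% in these data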;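 note: 0% = LYPLA2 with DMSO and 100% = wells lacking LYPLA2 enzyme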
Target sequence (O95372 whole entry, looked up): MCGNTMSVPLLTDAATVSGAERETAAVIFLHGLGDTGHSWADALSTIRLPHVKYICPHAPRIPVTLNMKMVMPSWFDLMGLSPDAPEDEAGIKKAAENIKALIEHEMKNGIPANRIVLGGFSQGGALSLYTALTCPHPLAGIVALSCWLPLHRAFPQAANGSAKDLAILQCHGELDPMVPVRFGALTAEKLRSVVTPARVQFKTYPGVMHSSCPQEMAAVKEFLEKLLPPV
* hit, by the source's call. These rows are one share of the data; count on the stated rates, not on these rows.

For Nc1ncc2c(n1)-c1ccoc1CC2 the results were pPAFAH FP inh 3.6, LYPLA1 inh -1.9, PAD4 FP inh 1.9, PREPL inhibitor 5.5, GSTO1 inh 5.2, PAFAH1B2 FP inh 1.2, PAFAH2 inh -7.9, PAFAH1B3 inh 9.2 and LYPLA2 counter 0.7.
Screening CC(=O)Nc1cccc(CNCc2cccc(NC(C)=O)c2)c1 returned pPAFAH FP inh 15.3, LYPLA1 inh -1.4, PAD4 FP inh -4.4, PREPL inhibitor 5.9, GSTO1 inh 2.5, PAFAH1B2 FP inh 1.5, PAFAH2 inh 2.9, PAFAH1B3 inh 14.7 and LYPLA2 counter 0.4.
For O=C(O)c1[nH]c2ccc(Cl)cc2c1CCN1C(=O)c2ccccc2C1=O the results were pPAFAH FP inh -0.9, LYPLA1 inh -0.3, PAD4 FP inh -4.0, PREPL inhibitor -16.1, GSTO1 inh -8.2, PAFAH1B2 FP inh 84.2*, PAFAH2 inh -0.6, PAFAH1B3 inh -3.3 and LYPLA2 counter 6.3.
Screening CC(C)(CO)NCc1cccs1 returned pPAFAH FP inh 3.5, LYPLA1 inh 0.3, PAD4 FP inh 12.7, PREPL inhibitor -2.2, GSTO1 inh -0.2, PAFAH1B2 FP inh -8.1, PAFAH2 inh -3.4, PAFAH1B3 inh 3.4 and LYPLA2 counter -1.5.
Screening O=C(Cc1ccccc1)NNC(=O)Nc1ccccc1 returned pPAFAH FP inh -2.8, LYPLA1 inh -3.0, PAD4 FP inh 0.8, PREPL inhibitor 10.5, GSTO1 inh 11.3, PAFAH1B2 FP inh 5.1, PAFAH2 inh -6.2, PAFAH1B3 inh 0.9 and LYPLA2 counter -0.9.
Screening Cc1ccc(C(=O)Oc2ccc(-c3nccc(-c4ccccn4)n3)cc2)cc1 returned pPAFAH FP inh 0.4, LYPLA1 inh -1.9, PAD4 FP inh 0.8, PREPL inhibitor -9.8, GSTO1 inh 1.3, PAFAH1B2 FP inh 1.9, PAFAH2 inh 2.2, PAFAH1B3 inh 2.4 and LYPLA2 counter 1.2.
COc1cc2c(cc1OC)C(C)=NCC2 was read as pPAFAH FP inh 0.6, LYPLA1 inh 0.3, PAD4 FP inh -1.2, PREPL inhibitor 11.0, GSTO1 inh 1.8, PAFAH1B2 FP inh 1.8, PAFAH2 inh -2.9, PAFAH1B3 inh -1.9 and LYPLA2 counter 7.0.
Screening Cn1cnnc1SCC(=O)c1cccc([N+](=O)[O-])c1 returned pPAFAH FP inh 2.1, LYPLA1 inh 2.3, PAD4 FP inh -10.9, PREPL inhibitor 15.5, GSTO1 inh 3.1, PAFAH1B2 FP inh 9.4, PAFAH2 inh -0.3, PAFAH1B3 inh 2.6 and LYPLA2 counter 4.9.
`CC(=O)NCc1c(Cl)cccc1-n1cccc1` gave pPAFAH FP inh 4.2, LYPLA1 inh 8.7, PAD4 FP inh 0.2, PREPL inhibitor -0.7, GSTO1 inh -10.5, PAFAH1B2 FP inh -0.3, PAFAH2 inh -2.2, PAFAH1B3 inh -0.8 and LYPLA2 counter 6.6.
For COc1ccc(CN2CCNC(=O)C2CC(=O)NCCCC2CCCC2)c(C)c1C (centres undefined) the results were pPAFAH FP inh 6.4, LYPLA1 inh 3.2, PAD4 FP inh -5.7, PREPL inhibitor -0.9, GSTO1 inh -12.0, PAFAH1B2 FP inh 4.0, PAFAH2 inh 3.4, PAFAH1B3 inh 9.0 and LYPLA2 counter 2.0.
`C=C(C)CN(CC)C(=O)c1ccc(OC2CCN(S(=O)(=O)N(C)C)CC2)cc1` gave pPAFAH FP inh 9.2, LYPLA1 inh 0.4, PAD4 FP inh 0.5, PREPL inhibitor -5.5, GSTO1 inh 1.6, PAFAH1B2 FP inh 4.1, PAFAH2 inh 4.5, PAFAH1B3 inh 5.8 and LYPLA2 counter 4.8.
`CC(OC(=O)c1ccc(Cl)nc1)C(=O)NCc1ccc2c(c1)OCO2` (centres undefined) gave pPAFAH FP inh -2.9, LYPLA1 inh -4.6, PAD4 FP inh -6.6, PREPL inhibitor -16.9, GSTO1 inh 0.3, PAFAH1B2 FP inh -2.4, PAFAH2 inh 0.8, PAFAH1B3 inh 0.3 and LYPLA2 counter -3.9.
COC(=O)/C=C1\NCCSC1=O was read as pPAFAH FP inh 4.9, LYPLA1 inh -1.6, PAD4 FP inh 0.2, PREPL inhibitor -8.1, GSTO1 inh -4.8, PAFAH1B2 FP inh 2.6, PAFAH2 inh -8.4, PAFAH1B3 inh 1.4 and LYPLA2 counter 2.6.
For O=C(OC(C(=O)c1c[nH]c2ccccc12)c1ccccc1)c1cnccn1 (centres undefined) the results were pPAFAH FP inh -6.5, LYPLA1 inh -2.4, PAD4 FP inh -6.0, PREPL inhibitor -9.2, GSTO1 inh -10.5, PAFAH1B2 FP inh -5.1, PAFAH2 inh -2.5, PAFAH1B3 inh -0.4 and LYPLA2 counter -1.6.
For CCCn1c(SCC(=O)NCC)nc2sc3c(c2c1=O)CCC3 the results were pPAFAH FP inh 3.8, LYPLA1 inh -0.6, PAD4 FP inh 4.1, PREPL inhibitor 1.1, GSTO1 inh 2.1, PAFAH1B2 FP inh 7.2, PAFAH2 inh -6.7, PAFAH1B3 inh 8.7 and LYPLA2 counter -4.2.
For Nc1ccc(C(=O)c2cccs2)cn1 the results were pPAFAH FP inh 5.4, LYPLA1 inh 0.1, PAD4 FP inh 1.1, PREPL inhibitor 3.9, GSTO1 inh 3.7, PAFAH1B2 FP inh -2.5, PAFAH2 inh 2.7, PAFAH1B3 inh 0.9 and LYPLA2 counter 6.4.
Screening Nc1c2c(nc3ccccc13)N(c1ccccc1)CC2 returned pPAFAH FP inh 4.2, LYPLA1 inh 0.2, PAD4 FP inh 0.4, PREPL inhibitor 17.2, GSTO1 inh 5.8, PAFAH1B2 FP inh 3.1, PAFAH2 inh 0.4, PAFAH1B3 inh -2.7 and LYPLA2 counter 2.0.
Cc1ccc(NC(=O)/C=C\C(=O)NCC(=O)O)cc1C was read as pPAFAH FP inh -3.0, LYPLA1 inh -1.5, PAD4 FP inh -6.0, PREPL inhibitor 10.2, GSTO1 inh 4.3, PAFAH1B2 FP inh 1.8, PAFAH2 inh -2.5, PAFAH1B3 inh -0.6 and LYPLA2 counter -6.8.
Cc1ccc(CNC(=O)COc2ccc(C)nc2[N+](=O)[O-])cc1 was read as pPAFAH FP inh 1.7, LYPLA1 inh 0.0, PAD4 FP inh 0.5, PREPL inhibitor 2.5, GSTO1 inh 4.5, PAFAH1B2 FP inh 6.1, PAFAH2 inh 3.0, PAFAH1B3 inh 0.7 and LYPLA2 counter 1.0.
`COC(=O)Cn1cnc2scc(-c3ccc(C)cc3)c2c1=O` gave pPAFAH FP inh 2.7, LYPLA1 inh -0.5, PAD4 FP inh 2.0, PREPL inhibitor 0.9, GSTO1 inh 0.2, PAFAH1B2 FP inh -2.0, PAFAH2 inh -4.6, PAFAH1B3 inh -10.0 and LYPLA2 counter 7.4.
`CCNc1nc(SCC(=O)OC)nc(N2CCOCC2)n1` gave pPAFAH FP inh 0.1, LYPLA1 inh -5.1, PAD4 FP inh -4.5, PREPL inhibitor -4.1, GSTO1 inh -4.9, PAFAH1B2 FP inh 5.6, PAFAH2 inh -0.3, PAFAH1B3 inh 5.4 and LYPLA2 counter -3.2.
For C[C@@H]1CN([C@@H](C)CO)C(=O)c2cccc(NC(=O)C3CCCCC3)c2O[C@@H]1CN(C)C(=O)NC1CCCCC1 the results were pPAFAH FP inh -1.6, PAD4 FP inh 3.7, PREPL inhibitor 15.3, PAFAH1B2 FP inh 6.4, PAFAH2 inh 7.1 and PAFAH1B3 inh 7.1.
Screening COc1cccc(N2CC(O)=C(c3ccccc3)C2=N)c1 returned pPAFAH FP inh 3.5, LYPLA1 inh -2.1, PAD4 FP inh -5.2, PREPL inhibitor 10.1, GSTO1 inh -2.7, PAFAH1B2 FP inh 2.7, PAFAH2 inh 0.9, PAFAH1B3 inh 3.6 and LYPLA2 counter -7.6.
For CN(Cc1nc2ccccc2c(=O)[nH]1)C(=O)c1ccc(NC(=O)CSc2nnnn2C)cc1 the results were pPAFAH FP inh -1.0, LYPLA1 inh -1.6, PAD4 FP inh -6.5, PREPL inhibitor 7.8, PAFAH1B2 FP inh -3.4, PAFAH2 inh -1.6, PAFAH1B3 inh 5.5 and LYPLA2 counter 2.1.
For Nc1nc(-c2ccccc2)cs1 the results were pPAFAH FP inh 1.8, LYPLA1 inh 5.9, PAD4 FP inh -5.2, PREPL inhibitor 6.6, GSTO1 inh 0.3, PAFAH1B2 FP inh 39.4*, PAFAH2 inh -0.2, PAFAH1B3 inh 5.9 and LYPLA2 counter 5.4.
`O=C(/C=C/c1ccc(Cl)cc1)Nc1ccc(CN2CCOCC2)cc1` gave pPAFAH FP inh 12.2, LYPLA1 inh -7.2, PAD4 FP inh -1.1, PREPL inhibitor 7.8, GSTO1 inh -0.4, PAFAH1B2 FP inh 2.3, PAFAH2 inh -1.0, PAFAH1B3 inh 5.8 and LYPLA2 counter 2.8.
`Cc1nn(S(=O)(=O)c2ccc(Br)cc2)c(C)c1S(=O)(=O)N1CCOCC1` gave pPAFAH FP inh 2.1, LYPLA1 inh -5.8, PAD4 FP inh 0.2, PREPL inhibitor -10.1, GSTO1 inh 3.9, PAFAH1B2 FP inh 4.6, PAFAH2 inh 2.7, PAFAH1B3 inh 12.2 and LYPLA2 counter -4.3.
O=C1OC(c2cccs2)=N/C1=C\c1ccc(-c2cccc(Cl)c2)o1 was read as pPAFAH FP inh 29.7*, LYPLA1 inh -1.5, PAD4 FP inh -6.8, PREPL inhibitor 20.9, GSTO1 inh -240.3, PAFAH1B2 FP inh 1.6, PAFAH2 inh 5.3, PAFAH1B3 inh -0.5 and LYPLA2 counter -7.9.
`Cc1ccc(S(=O)(=O)Nc2ccc3nc(C)sc3c2)cc1` gave pPAFAH FP inh 3.4, LYPLA1 inh -1.7, PAD4 FP inh -0.9, PREPL inhibitor -13.6, GSTO1 inh 10.2, PAFAH1B2 FP inh 21.0, PAFAH2 inh 5.5, PAFAH1B3 inh 11.4 and LYPLA2 counter 13.2.
`Cc1ccc(-c2nnc(Nc3ccc(C(=O)N(C)C)cc3)c3ccccc23)cc1S(=O)(=O)NC(C)(C)CO` gave pPAFAH FP inh 1.4, LYPLA1 inh -6.1, PAD4 FP inh 1.8, PREPL inhibitor 30.7, GSTO1 inh -7.1, PAFAH1B2 FP inh 6.8, PAFAH2 inh 10.1, PAFAH1B3 inh 10.4 and LYPLA2 counter -7.4.
Screening O=C(CC1C(=O)N(c2ccccc2)C(=O)N1Cc1ccco1)Nc1ccccc1 (centres undefined) returned pPAFAH FP inh -2.4, LYPLA1 inh 2.8, PAD4 FP inh -3.4, PREPL inhibitor 3.6, GSTO1 inh 1.0, PAFAH1B2 FP inh 0.9, PAFAH2 inh -1.1, PAFAH1B3 inh 1.7 and LYPLA2 counter -4.6.
